Screens (PubChem BioAssay)
TDP1 cell noCPT = qHTS for Inhibitors of human tyrosyl-DNA phosphodiesterase 1 (TDP1): qHTS in cells in absence of CPT. actives 15% (n = 420,000). Potency, µM (top dose mostly 46.2 µM), for the others: top-dose activity change, negative = growth inhibition, usual class: inhibitors. DT40 Tdp1-/- hTDP1 cells, no CPT, ATP luminescence, 48 h; further: nearly all actives have a fitted effect of over 55% in size
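Growth kinetics read by CellTiter-Glo luminescence after ≥48 hr at 37 °C. Cells: DT40 Tdp1-/- stably carrying human TDP1, 400 per well, compound exposure in the absence of CPT (DMSO vehicle).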
TDP1 block = TDP1 (human) enzyme inhibition | Q9NUW8 | Potency, µM (highest dose often 130 µM), without a hit: at the top dose activity change, negative = inhibition, most hits filed as inhibitors | actives 0.28% (n = 350,000) | recombinant TDP1, AlphaScreen DNA substrate cleavage; further: nearly all actives have a fitted effect of over 40% in size
Target sequence (Q9NUW8 whole entry, looked up): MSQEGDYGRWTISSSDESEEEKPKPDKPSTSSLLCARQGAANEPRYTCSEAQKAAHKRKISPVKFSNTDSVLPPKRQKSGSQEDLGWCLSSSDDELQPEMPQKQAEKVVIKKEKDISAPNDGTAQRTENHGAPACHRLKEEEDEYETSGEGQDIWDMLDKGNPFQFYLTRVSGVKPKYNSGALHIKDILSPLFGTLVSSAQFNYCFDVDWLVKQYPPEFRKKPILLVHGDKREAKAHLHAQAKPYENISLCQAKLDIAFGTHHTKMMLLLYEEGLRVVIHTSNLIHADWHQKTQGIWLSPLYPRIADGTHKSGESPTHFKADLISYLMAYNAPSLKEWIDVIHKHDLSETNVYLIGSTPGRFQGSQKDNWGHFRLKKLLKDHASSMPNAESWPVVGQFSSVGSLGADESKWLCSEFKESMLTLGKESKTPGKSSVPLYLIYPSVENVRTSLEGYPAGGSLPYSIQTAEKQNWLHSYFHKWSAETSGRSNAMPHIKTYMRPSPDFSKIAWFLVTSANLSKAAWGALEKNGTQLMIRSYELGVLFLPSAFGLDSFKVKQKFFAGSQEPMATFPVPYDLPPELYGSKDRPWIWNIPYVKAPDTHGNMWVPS
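Signal: AlphaScreen proximity between streptavidin donor and anti-FITC acceptor beads on intact substrate. Reaction: Tdp1 1 nM, substrate 15 nM final, 5 min RT after 15 min compound preincubation.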
N370S GC mod = inhibitors or activators of N370S glucocerebrosidase for Gaucher disease; P04062; N370S GC spleen homogenate, 4MU-glucoside fluorescence; Potency, µM (highest dose often 59.4 µM), without a hit: at the top dose activity change, negative = inhibition, most hits filed as inhibitors; actives 0.092% (n = 330,000); AID 2101;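 further: 0% = full enzyme activity and -100% = no enzyme basal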
The depositor's hits bear a star; u = inconclusive; x = not tested or not shown; & = joins results of further samples; [ ] = dose if it differs, or a comment. The call rests on the fitted dose curve; in most records, active means well fitted curve in the direction sought with a large enough effect; inconclusive means small, poorly fitted or top-dose-only effect, or another doubt; inactive means no such curve, though single readings can be large; an effect the other way counts as inactive or inconclusive. Unless noted, on the % scale 0 is the no-effect control and ±100 the full control effect; potency means the concentration at half of the fitted maximal effect. A portion of the library, so the mix of outcomes need not match the whole.

Values in the order: TDP1 cell noCPT	TDP1 block	N370S GC mod
- C[C@@H]1CC[C@H]2[C@@H](C)C(=O)O[C@@H]3OC4(C)CC[C@@H]1C32OO4 (stereo partly specified)
  x	7.5%	-3.1%
- O=c1c(F)cn(C2CCCO2)c(=O)n1Cc1c(F)cccc1Cl (stereo unspecified)
  u	3.2%	-2.4%
- COc1ccc(NC(=O)CN2CC=C(c3ccccc3)CC2)cc1S(=O)(=O)N1CCOCC1
  u	1.2%	-5.2%
- C=C[C@H]1CN2CC[C@@H]1C[C@H]2[C@@H](O)c1ccnc2ccccc12
  x	11.8%&11.3%[21 µM]	-0.1%&2.2%[21.6 µM]
- Cc1ccc(CN2C3CCCC2CC(NC(=O)c2ccc(F)cc2)C3)cc1 (stereo unspecified)
  u	2.4%	-6.5%
- COc1ccc(OC)c(NC(=O)Cn2cc(C(=O)c3ccccc3F)c3ccccc32)c1
  23.1µM*	2.1%	x
- Cc1oc2ccc(OC(=O)N3CCOCC3)cc2c1C(=O)OC(C)C
  25.9µM*	0.0%	2.3%
- CCOP(=O)(OCC)c1cccc(OP(=O)(c2cccc([N+](=O)[O-])c2)c2cccc([N+](=O)[O-])c2)c1
  1.5%	1.2%	-17.3%
- CCCCn1c(O)c(C(C)=NCc2cccnc2)c(=O)[nH]c1=O
  -5.8%	x	3.1%
- Cn1cc(C(O)CN2CCCCC2)c2ccccc21 (stereo unspecified)
  -13.0%	x	-14.3%
- O=Cc1cn(Cc2ccc(F)cc2)c2ccccc12
  u	2.6%	4.3%
- CN(C[C@H](Cc1ccccc1)N(C[C@H](c1ccccc1)N(CCc1ccccc1)N=O)N=O)N=O
  16.4µM*	3.8%	-7.8%
- C[C@@]1([C@@H](NP(=O)(c2ccccc2)c2ccccc2)c2ccccc2)C[C@H]1CCO
  18.4µM*	3.9%&6.9%	12.8%&14.2%
- COC(=O)C1=C(c2ccc(F)cc2F)C[C@@H]2CC[C@H]1N2C(=O)NC1CC1
  -26.6%	0.2%	x
- CCCCCn1c(=O)c(C(=O)Nc2ccccc2)c(O)c2ccccc21
  5.17µM*	x	0.9%
- CC(C)NC(=O)N1CCC2(CC1)CCN(C(=O)Oc1ccccc1)CC2
  u	x	-1.0%
- Cc1ncc(C[n+]2csc(CCOP(=O)(O)O)c2C)c(N)n1
  -10.6%	15.0%	x
- N#CC(Cl)(Cl)Cl
  x	12.7%	-3.7%
- CC(C)=CCC12CN3CCN(CC(C3)C1=O)C2
  -6.9%	4.5%	0.1%
- CN1[C@H](CC(=O)c2ccccc2)CCC[C@H]1C[C@@H](O)c1ccccc1
  -20.5%	4.8%	-3.4%
- COc1cc2c(cc1OC)[C@@H]1C(=O)c3ccc4c(c3O[C@@H]1CO2)C[C@H](C(C)C)O4
  0.164µM*	2.7%	10.7%
- CCC(=NC1CC1)c1c(O)n(C2CCCCC2)c(=O)[nH]c1=O
  u	0.0%	u
- C=Cn1ccnc1P(=S)(c1ccc(N(C)C)cc1)c1nccn1C=C
  -14.5%	3.9%	6.0%
- O=[N+]([O-])c1cc(F)c(N2CCCC2)cc1N1CCNCC1
  x	-1.2%	-6.8%
- COc1ccc(NC(=O)c2sc3nc4c(cc3c2N)N2CCC4CC2)cc1OC
  25.9µM*	9.3%	x
- COc1ccc(O)c(CN2CCCC(C(=O)c3ccccc3SC)C2)c1 (stereo unspecified)
  14.6µM*	6.0%	u
- COc1ccc(/C=C2/C(=O)N(Cc3ccco3)C(=O)N(C(C)C)C2=O)cc1
  -6.1%	-12.8%	8.1%
- O=Cc1cn(Cc2c(F)cccc2Cl)c2ccccc12
  u	2.5%	27.8%
- c1ccc(C2N3CCCN23)cc1 (stereo unspecified)
  -20.1%	2.1%	0.3%
- COc1ccc(CCNCC2CCCO2)cc1 (stereo unspecified)
  -23.3%	x	-2.4%
- O=C(O)CCn1cc(C=C2C(=O)NC(=S)NC2=O)c(-c2cccc(Br)c2)n1
  -1.8%	-4.8%	-6.9%
- CCCc1cc(=O)oc2c3c(cc(OCC(=O)N4CCC[C@H]4C(=O)O)c12)OC(C)(C)CC3
  -0.2%	x	u
- N#CCCn1cc(C(=O)Nc2ccc(F)cc2)c(-c2ccccc2)n1
  -12.2%	x	-11.5%
- O=C(COC(=O)Cc1ccccc1)NC12CC3CC(CC(C3)C1)C2
  0.0%	1.0%	9.6%
- FC(F)(F)c1ccccc1NC1=NCCCS1
  -0.5%	3.2%	-11.6%
- CCCS(=O)(=O)N1CCCC(C(=O)N2CCC3(CC2)OCCO3)C1 (stereo unspecified)
  -1.2%	2.9%	0.2%
- Cn1c(=O)n(C)c2cc(CNCCc3ccc(F)cc3)ccc21
  25.9µM*	4.7%	x
- NC(=O)CS(=O)C(c1ccccc1)c1ccccc1 (stereo unspecified)
  -6.9%&2.5%	1.2%	3.2%&21.5%&-11.3%
- Cn1cc[n+](C)c1P(=S)(c1ccccc1)c1ccccc1
  20.6µM*	-4.9%	-4.3%
- CN(C)C1CSSSC1
  x	17.4%	-11.1%

Further compounds follow:
compound,TDP1 cell noCPT,TDP1 block,N370S GC mod
C=CCN1C(=O)C2(C(C(=O)OCC)=C(N)Oc3c2c(=O)oc2ccccc32)c2ccccc21 (stereo unspecified),u,7.9%,-7.5%
COc1cccc(C(=O)C2CCCN(Cc3cccc4c3OCO4)C2)c1 (stereo unspecified),u,2.6%,-5.8%
Cc1ccc(NC(=O)CN(C)CC(=O)Nc2cccc(F)c2)cc1[N+](=O)[O-],1.16µM*,8.9%,27.4%
C=CCOCC1CO1 (stereo unspecified),x,9.9%,-2.2%
Cn1c(O)c(C=NCCCC(=O)O)c(=O)n(C)c1=O,1.2%,0.0%,4.7%
N[C@@H](Cn1ccc(=O)n(Cc2ccc(C(=O)O)cc2)c1=O)C(=O)O,-1.5%,-11.5%[56.1 µM],-1.8%
O=C(O)C(Cl)(Cl)Cl,19.3%&-9.2%,5.9%&2.5%,-1.4%&-0.6%
COC(=O)C1=C(c2ccc(F)cc2F)C[C@@H]2CC[C@H]1N2C(=O)N1CCC(O)(c2ccc(Cl)cc2)CC1,18.4µM*,0.9%,x
OCC(Br)CBr (stereo unspecified),-14.8%,0.2%&11.0%,-0.2%
c1ccc(CN2CCCC3(CCNCC3)C2)cc1,u,x,0.6%
CN1C(=O)N(C)C(=O)C2(Cc3cc(N)ccc3N3CCN(c4ccccc4F)CC32)C1=O (stereo unspecified),x,-6.1%,0.8%
CCCOC(=O)Nc1ccc([As](=O)(O)O)cc1NC(=O)OCCC,-27.0%,x,3.7%
CCN1C(=O)c2ccccc2Sc2ccc(NC(=O)c3ccc(C)c(F)c3)cc21,u,-2.2%,x
Clc1ccc(-c2nc3ccc(Cl)cn3c2CN2CCCCC2)cc1,16.4µM*,x,-8.6%
COc1ccc(F)cc1CN1CCN(C(=O)CCC(=O)Nc2nnc(CC(C)C)s2)CC1,u,3.9%,-9.2%
CCc1ccc(NC(=O)c2ccc(F)c(S(=O)(=O)N3CCc4ccccc4C3)c2)cc1,20.6µM*,10.4%,x
Cc1ccccc1NC1=NCCCS1,-13.7%,0.0%,1.7%
C=CCn1c(O)c(/C=N/N2CCCCC2c2cccnc2)c(=O)[nH]c1=S (stereo unspecified),u,2.7%,-1.7%
O=C1NC(=O)N(c2cccc(Cl)c2)C(=O)/C1=C\c1ccc(Sc2nc3ccccc3[nH]2)o1,u,x,-6.0%
COc1ccccc1CC1C(=O)C2CCN1CC2 (stereo unspecified),-15.8%,5.9%,3.2%
Cc1ccc2nc3c(cc2c1)CC1(C(=O)N(C)C(=O)N(C)C1=O)C1CCCCN31 (stereo unspecified),-32.8%,2.4%,-12.2%
Cc1cccc(NP(=O)(Oc2ccccc2F)Oc2ccccc2F)c1C,u,-8.0%,u
COC(=O)C1=C(c2cccc(OCc3ccccc3)c2)C[C@@H]2CC[C@H]1N2C(=O)NCCCc1ccccc1,u,0.1%,x
COc1ccccc1CC1/C(=N/O)C2CCN1CC2 (stereo unspecified),2.3%,3.1%,1.6%
COc1cc(C(O)CN)ccc1O (stereo unspecified),1.1%,7.1%[56.1 µM],-3.4%&1.8%
CN(C(=O)Cc1ccc(Cl)c(Cl)c1)[C@H](CN1CCCC1)c1cccc(N=C=S)c1,13.3µM*,14.3%,-17.7%
COc1ccc(NC(=O)c2ccco2)cc1NC(=O)COc1cc(C)cc(C)c1,5.8µM*,-1.1%,x
CCc1nn(CC(=O)N2CCN(Cc3ccc4c(c3)OCO4)CC2)c(=O)c2cc3occc3n12,u,1.2%,-3.4%
O=C(c1ccccc1)N1CCC2(CC1)OCCO2,6.4%,5.1%,-1.5%
CN1C(=O)N(C)C(=O)C2(Cc3cc(NC(=O)c4ccccc4)ccc3N3CCCC32)C1=O (stereo unspecified),8.0%,2.6%,-1.3%

Entries shown so far that have a furan ring, fused or not, in the order listed:
compound,TDP1 cell noCPT,TDP1 block,N370S GC mod
Cc1oc2ccc(OC(=O)N3CCOCC3)cc2c1C(=O)OC(C)C,25.9µM*,0.0%,2.3%
COc1ccc(/C=C2/C(=O)N(Cc3ccco3)C(=O)N(C(C)C)C2=O)cc1,-6.1%,-12.8%,8.1%
O=C1NC(=O)N(c2cccc(Cl)c2)C(=O)/C1=C\c1ccc(Sc2nc3ccccc3[nH]2)o1,u,x,-6.0%
COc1ccc(NC(=O)c2ccco2)cc1NC(=O)COc1cc(C)cc(C)c1,5.8µM*,-1.1%,x
CCc1nn(CC(=O)N2CCN(Cc3ccc4c(c3)OCO4)CC2)c(=O)c2cc3occc3n12,u,1.2%,-3.4%

(listing goes on)
compound,TDP1 cell noCPT,TDP1 block,N370S GC mod
COc1c(O)c2c(=O)cc(OC)c3c4c(OC)cc(=O)c5c(O)c(OC)c(C[C@@H](C)OC(=O)c6ccccc6)c(c(c1C[C@@H](C)OC(=O)Oc1ccc(O)cc1)c23)c54,u,18.3%,11.1%
O=C1Nc2cc(Cl)c(Cl)cc2N2CCNC[C@H]12,u,10.7%,u
O=C(c1ccc(CNS(=O)(=O)c2ccc(Br)cc2)cc1)N1CCC2(CC1)OCCO2,9.2µM*,2.5%,-22.1%
CCOC(=O)C1CCN(C=C2C(=O)N(C)C(=S)N(C)C2=O)CC1,-27.6%,-11.2%,-3.2%
COc1cc2c3cc1Oc1cc(ccc1O)C[C@@H]1c4c(cc(OC)c(O)c4Oc4ccc(cc4)C[C@H]3N(C)CC2)CCN1C,4.61µM*,5.8%,-7.5%
CCN(CC)CCCN=Cc1c(O)n(Cc2ccc(F)cc2)c(=O)[nH]c1=O,-1.3%,-1.9%,2.3%
COc1cc(OC)c(/C=C2\C(=O)Nc3ccccc32)c(OC)c1,2.59µM*,x,-1.5%
CCCCCCCC(=O)Cl,x,9.3%,18.8%
COc1cccc(C2=CC(c3cc(Br)ccc3F)n3nnnc3N2)c1 (stereo unspecified),1.3µM*,8.5%,x
COc1ccc(CNC(=O)Cn2c(=O)nc(-c3ccccc3F)c3cc(Cl)ccc32)cc1,2.06µM*,1.2%,x
C[C@H]1CC[C@@H]2[C@@H](C)C(=O)O[C@H]3O[C@@]4(C)CC[C@H]1[C@@]32OO4,x,3.9%[56.1 µM],1.7%[21.6 µM]
COC(=O)C1C2c3ccccc3OC1(C)N=c1s/c(=C/c3cnn(C)c3)c(=O)n12 (stereo unspecified),-16.2%,-2.3%,-0.5%
CC(=NCc1ccco1)c1c(O)n(-c2ccc(C)cc2)c(=O)[nH]c1=O,10.7%,3.5%,4.7%
COP(=O)(OC)c1nc(-c2ccc([N+](=O)[O-])cc2)oc1N1CCCCC1,20.6µM*,x,-14.7%
CSc1nnc(C2CCNCC2)n1C,-3.4%,7.8%,3.0%
C=CCn1c(O)c(C(CC)=NCC2CCCO2)c(=O)[nH]c1=O (stereo unspecified),11.3%,-1.2%,x
Cc1ccc(-c2nn3c(=O)cc(CN4CCN(C(=O)COc5ccc(C)c(C)c5)CC4)nc3s2)cc1,u,2.7%,x
O=S(=O)(NC1CCCCC1)OCC(Cl)(Cl)Cl,-25.1%,x,0.5%

Single records, as listed above.
COc1ccc(CNC(=O)Cn2c(=O)nc(-c3ccccc3F)c3cc(Cl)ccc32)cc1 as listed: TDP1 cell noCPT = 2.06µM*; TDP1 block = 1.2%; N370S GC mod = x
COC(=O)C1C2c3ccccc3OC1(C)N=c1s/c(=C/c3cnn(C)c3)c(=O)n12 (stereo unspecified) as listed: TDP1 cell noCPT = -16.2%; TDP1 block = -2.3%; N370S GC mod = -0.5%
